High-throughput results as filed in PubChem BioAssay.
Tat transport: inhibitors of E. coli Tat protein transport; E. coli MC4100 TorA-mCherry Tat export, fluorescence; inhibition, % at 10 µM; actives 0.036% (n = 340,000);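 active means mean replicate inhibition at least 50% and at least half of replicates individually reaching 50%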;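 further: exported cargo escapes ClpAP degradation while cytoplasmic cargo is degraded and loses fluorescence; 0% = median of neutral control wells and 100% = median of NaSCN control wells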
SUMO Mot1 rescue: blocks SUMOylation pathway, rescuing yeast Mot1-301 growth; actives 1% (n = 320,000); growth rescue, % at 18.8 µM; AID 2716; S. cerevisiae Mot1-301 growth rescue, ATP luminescence, 38.5C; percent above DMSO median, 100 means doubled;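 active means every valid replicate shows activation above 250% relative to neutral control wells; inactive means the rest, any valid replicate at or below 250%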;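 further: OY570 slx delta 5 strain wells were the positive control but not used for scaling; some compounds called inactive have numbers as strong as hits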
PKA-R2B act: activators of human PKA-R2B complex; actives 0.079% (n = 340,000); activation, % at 11.4 µM; PKA-R2B holoenzyme dissociation, Cy5-IP20 fluorescence polarization; R2B truncated from residue 108, S112A mutant; 0% DMSO only, 100% 113 µM cGMP;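 active means activation above a cutoff set at the mean over all compounds plus 3 SD, cut at about 18% in these data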;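 further: higher means more holoenzyme dissociation and a rise in polarization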
Target sequence (P31323 whole entry, looked up, other chains not shown, the tested form may be a part): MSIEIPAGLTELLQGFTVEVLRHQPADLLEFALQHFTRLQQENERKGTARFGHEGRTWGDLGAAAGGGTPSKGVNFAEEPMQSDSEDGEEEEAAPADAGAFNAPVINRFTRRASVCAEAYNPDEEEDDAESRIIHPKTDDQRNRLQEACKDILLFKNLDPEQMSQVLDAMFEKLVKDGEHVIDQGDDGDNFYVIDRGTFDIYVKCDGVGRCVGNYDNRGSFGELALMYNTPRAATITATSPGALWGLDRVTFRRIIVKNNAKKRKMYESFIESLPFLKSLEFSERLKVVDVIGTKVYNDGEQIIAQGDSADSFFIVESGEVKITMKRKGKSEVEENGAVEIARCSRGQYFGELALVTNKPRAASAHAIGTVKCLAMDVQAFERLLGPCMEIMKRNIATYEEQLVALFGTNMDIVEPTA
PfHsp90 set2: growth inhibition of yeast expressing Plasmodium Hsp90; AID 504621; S. cerevisiae expressing PfHsp90, BacTiter-Glo ATP, 48 h; yeast lacking PDR1 and PDR3 efflux regulators; inhibition, % at 9.4 µM; actives 0.32% (n = 310,000);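 active means every replicate shows inhibition above about 80%, whatever the replicate mean, limit read from the data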;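 further: 0% = DMSO neutral controls and 100% = 20 µM radicicol positive controls; yeast relying on Plasmodium falciparum Hsp90 in place of its own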
AddAB inh: less growth of phage-infected E. coli with AddAB. AID 435030. actives 0.29% (n = 330,000). inhibition, % at 11.9 µM. E. coli expressing H. pylori AddAB, absorbance growth; in the data active means inhibition above about 12%;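 further: 0% = vehicle wells of infected cells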
phage Ecoli inh: E. coli growth loss with phage present; growth absorbance; inhibition, % at 11.9 µM; actives 0.26% (n = 360,000); in the data active means inhibition above about 11%
PKA-R1A act: PKA-R1A complex activation; actives 0.083% (n = 340,000); P00514+P68181; PKA-R1A dissociation, Cy5-IP20 fluorescence polarization; scaled: DMSO 0%, 113 µM cGMP 100%; AID 504707; activation, % at 11.4 µM;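 active means percent activation above the mean of all tested compounds plus 3 SD, cut at about 19% in these data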;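 further: higher means more PKAc released from R1A so a rise in polarization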
MOR-DOR inv ag: inverse agonists of human mu-delta opioid receptor heterodimerization; P35372+P41143; inhibition, % at 9.3 µM; actives 0.21% (n = 340,000); cell-based MOR-DOR heterodimer luminescence, inverse agonism; in the data active means inhibition above about 22%, passing the limit was not always enough;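 further: 0% = cells with DMSO and 100% = wells without cells with DMSO; values of inactives mirror those of a sister screen read the other way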
HTR5A inv ctr: HTR5A inverse agonism, opioid heterodimer counter-screen | inhibition, % at 9.3 µM | actives 0.083% (n = 340,000) | P47898 | HTR5A cell line, luminescence; in the data active means inhibition mostly above about 23%, no sharp cut-off; inactive means mostly below about 18%;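 further: 0% = cells with DMSO and 100% = no-cell wells with DMSO; some compounds called inactive have numbers as strong as hits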
Target sequence (P47898 whole entry, looked up): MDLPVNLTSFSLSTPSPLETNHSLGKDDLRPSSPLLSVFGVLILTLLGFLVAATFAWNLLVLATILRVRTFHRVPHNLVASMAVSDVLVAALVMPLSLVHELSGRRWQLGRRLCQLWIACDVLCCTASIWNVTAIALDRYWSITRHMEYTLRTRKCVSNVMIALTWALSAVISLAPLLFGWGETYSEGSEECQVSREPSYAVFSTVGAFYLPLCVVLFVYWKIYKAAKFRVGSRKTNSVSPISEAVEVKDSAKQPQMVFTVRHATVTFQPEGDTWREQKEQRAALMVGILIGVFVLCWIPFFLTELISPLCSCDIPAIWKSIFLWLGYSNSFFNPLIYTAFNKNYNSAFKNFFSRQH
OPRM1-OPRD1 ag: OPRM1-OPRD1 heterodimerization agonism | cells, luminescence | activation, % at 9.3 µM | P35372+P41143 | actives 0.3% (n = 340,000); in the data active means activation above about 18%;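 further: 0% = vehicle-treated cells and 100% = reference agonist; values of inactives mirror those of a sister screen read the other way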
Ecoli viability: reduces bacterial viability in AddAB counter-screen | E. coli V3065 growth, OD600 absorbance, 18 h | inhibition, % at 11.9 µM | actives 0.27% (n = 330,000) | AID 449728;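 active means inhibition above the campaign's mean inhibition across all tested compounds plus 3 SD, cut at about 9.9% in these data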;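 further: uninfected addAB+ strain grown without phage in ampicillin broth; 0% = DMSO wells and 100% = ciprofloxacin 0.95 µg/ml wells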
Starred values were filed as active, the others as inactive; x = no result given.

SMILES	Tat transport	SUMO Mot1 rescue	PKA-R2B act	PfHsp90 set2	AddAB inh	phage Ecoli inh	PKA-R1A act	MOR-DOR inv ag	HTR5A inv ctr	OPRM1-OPRD1 ag	Ecoli viability
COCCNC(=O)c1onc(CSc2cccc(OC)c2)c1C(=O)O	3	1	3	12	3.9	-0.2	7	5	-13	-0.9	-3.2
O=C(Nc1ccnc(-c2ccncc2)n1)C1CC1	-6	-16	-9	18	0.5	5.1	-1	4	-10	-0.5	-1.2
Cc1ccc2[nH]c(C)c(CC(=O)NCc3ccccc3)c2c1	0	-20	-5	1	2.1	-2.1	4	12	13	-2.6	1.2
O=C(NCc1cccnc1)c1ccc(NS(=O)(=O)c2ccccc2)cc1	-7	3	7	1	1.6	-1.3	6	9	-8	-1.2	0.2
C=CCc1cc(Cl)ccc1OCCCNCCO	10	4	-6	-6	3.3	1.7	-3	-8	2	1.2	-2.6
CC(C)CN1CCN(Cc2ccc3ncccc3c2)CC1CCO (stereo not given)	8	84	-5	13	1.4	4.6	2	0	1	0.1	1.9
CCOC(=O)Nc1ccc2c(c1)nc(CN1CCN(C(C)=O)CC1)n2C	4	-6	-2	3	2.5	-1.8	-3	15	13	-3.3	1.3
O=C(c1nc2ccccn2c1CNCCOc1cccnc1)N1CCOCC1	5	-28	1	12	2.9	5.1	-5	11	3	-1.9	2.7
CCOc1ccccc1-n1c(SCC(=O)N2CCCc3ccccc32)nnc1-c1cccnc1	-6	1	-6	22	0.4	2.3	-8	5	10	-0.9	-2.6
Cc1ccc(/C=C2\SC(=O)N(CCNC(=O)C3CSC4(C)CCC(=O)N34)C2=O)cc1 (stereo not given)	-1	-7	4	x	2.4	1.1	-1	7	-2	-1.4	3.0
CC(=O)c1ccc(NC(=O)C(NC(=O)c2ccccc2)=C(C)C)cc1	8	13	10	-16	-1.9	4.7	-3	15	3	-2.9	-2.3
CCSc1ncnc2sc(C)c(C)c12	-5	-1	-6	-65	-2.2	1.7	8	-3	-20	0.5	-4.5
CC(C)C12CN3CCN(CC(C3)/C1=N\NC(=O)Nc1ccccc1)C2	3	-7	-4	20	6.3	1.4	-6	13	-30	-2.4	1.4
CCNS(=O)(=O)c1ccc(CCC(=O)Nc2ccccc2C(=O)OC)cc1	-5	16	-12	2	1.5	2.8	4	2	-25	-0.4	-1.9
CCN(CC)c1nc(-c2nn[nH]n2)nc(N(CC)CC)n1	7	-4	-2	-5	0.9	4.0	0	11	4	-2.3	-0.2
CCOC(=O)C/C(C)=N/NC(=O)Nc1ccccc1	-10	-12	0	8	0.5	3.0	6	4	-15	-0.7	-0.7
N#Cc1cncc(C#Cc2ccccc2)c1	-10	2	-3	0	-0.2	1.5	-4	8	5	-1.6	-2.8
CCCOc1ccc(C(=O)N2CCCc3ccccc32)cc1	3	9	1	2	6.7	4.0	-10	-35	-13	7.9	2.3
COc1ccc(OC)c(/C=N/NC(=O)C(=O)N2CCCC2)c1	6	20	-10	3	0.7	4.9	-10	2	-11	-0.3	0.4
CC(=O)Nc1ccccc1N(C)S(=O)(=O)c1ccc(C)cc1	-1	0	8	-23	1.4	3.6	-3	-1	7	0.2	0.6
COC(=O)C1CN(C(=O)COc2ccc(Cl)cc2Cl)c2ccccc2O1 (stereo not given)	14	-21	1	-4	1.1	-2.1	1	-11	-4	2.1	-0.2
Cc1ccc(Cl)cc1NC(=O)CCN1C(=O)C2C3CCC(C3)C2C1=O (stereo not given)	0	1	-3	-9	0.1	5.9	-2	-4	1	0.6	3.7
CC(CCc1ccccc1)NC(=O)[C@@H]1Cc2ccccc2CN1 (stereo not given in full)	-12	-1	8	3	x	2.9	-8	10	11	-2.2	x
Cc1cc(OC(C)C(=O)NNC(=O)Nc2ccc(F)cc2F)cc(C)c1Cl (stereo not given)	-5	4	4	12	-1.1	0.1	-3	-26	-29	4.8	0.8
CC1(c2ccc([N+](=O)[O-])cc2)NC(=O)N(CC(=O)Nc2cccnc2Cl)C1=O (stereo not given)	3	14	1	-4	-0.2	1.5	-12	21	-5	-4.4	0.8

Entries of single compounds from above. Screens in order: Tat transport	SUMO Mot1 rescue	PKA-R2B act	PfHsp90 set2	AddAB inh	phage Ecoli inh	PKA-R1A act	MOR-DOR inv ag	HTR5A inv ctr	OPRM1-OPRD1 ag	Ecoli viability
Listed for CC(=O)c1ccc(NC(=O)C(NC(=O)c2ccccc2)=C(C)C)cc1 = 8	13	10	-16	-1.9	4.7	-3	15	3	-2.9	-2.3
Listed for Cc1ccc(Cl)cc1NC(=O)CCN1C(=O)C2C3CCC(C3)C2C1=O (stereo not given) = 0	1	-3	-9	0.1	5.9	-2	-4	1	0.6	3.7
Listed for CC(=O)Nc1ccccc1N(C)S(=O)(=O)c1ccc(C)cc1 = -1	0	8	-23	1.4	3.6	-3	-1	7	0.2	0.6

Other compounds:
SMILES	Tat transport	SUMO Mot1 rescue	PKA-R2B act	PfHsp90 set2	AddAB inh	phage Ecoli inh	PKA-R1A act	MOR-DOR inv ag	HTR5A inv ctr	OPRM1-OPRD1 ag	Ecoli viability
Cc1c(OCC(=O)N2CCC(C(=O)O)CC2)ccc2c3c(c(=O)oc12)CCCC3	-1	-5	-7	21	2.7	2.3	-4	6	22	-1.1	1.2
CC(C)NC(=O)N(C)C[C@H]1Oc2c(NC(=O)Nc3ccc(C(F)(F)F)cc3)cccc2C(=O)N([C@H](C)CO)C[C@@H]1C	8	138	1	-60	3.6	3.1	-4	4	-8	-0.6	-0.6
COc1cccc(NC(=O)C(C)SCc2ccccc2)c1 (stereo not given)	-4	39	-11	-16	5.2	-0.5	2	9	8	-1.8	-0.8
CN(C(=O)C1CCN(S(=O)(=O)c2cccc3nonc23)CC1)C1CCCCC1	1	29	7	16	-0.4	0.9	5	6	-10	-1.3	1.2
Cc1cccc(NC(=O)CNC(=O)Cc2ccc3c(c2)OCCO3)c1C	-3	x	6	-10	-0.4	1.5	7	2	3	-0.6	-0.8
CCn1c(SC)nc2cc(S(=O)(=O)N3CCCCC3)ccc21	-13	-5	-2	5	1.3	1.6	-5	-1	3	0.2	0.9
O=C(COC(=O)/C=C/c1ccccc1[N+](=O)[O-])NC1CCS(=O)(=O)C1 (stereo not given)	-14	-3	8	-7	4.0	-0.6	4	13	29	-2.8	-0.4
C=CCOc1ccc(-c2nc3c(c(=O)[nH]c(=O)n3CCCC)n2C)cc1OC	-3	-3	-6	-18	-0.8	3.1	-14	18	-5	-3.5	-1.3
COc1cccc(/C=C(/C(=O)OCC(=O)NC2CCCCCCC2)c2ccccc2)c1	10	62	5	5	-3.7	0.5	-9	-17	-5	3.3	-1.6
Cc1ccccc1NC(=O)CCC(=O)N/N=C/c1c[nH]c2ccccc12	-1	20	-7	10	1.6	4.4	-9	15	-8	-3.0	1.9
CC(Oc1ccc(Cl)cc1Cl)C(=O)NN=C1CCN(C)CC1 (stereo not given)	2	118	-2	16	-0.5	2.5	-1	-10	-28	2.1	-1.3
CCCCCCC(=O)Nc1ccc(C(=O)N2CCCC2)cc1	0	4	8	-3	1.7	5.6	-5	11	-24	-2.0	0.7
Cc1ccc(C(=O)N/C(=C/c2ccco2)C(=O)NC2CCS(=O)(=O)C2)cc1 (stereo not given)	0	126	2	18	1.6	1.6	3	14	10	-2.6	0.2
COc1ccccc1CN1CCC(n2nccc2NC(=O)CCCc2ccccc2)CC1	-1	-11	-6	-19	-1.2	2.8	-10	4	3	-0.7	-2.4
Cc1ccc(C(=O)NCCc2c[nH]c3ccccc23)s1	9	119	-9	-15	1.9	0.1	0	6	3	-1.1	-0.3
Cc1cc(Br)cc(C)c1NC(=S)NC(=O)CC(C)C	-3	7	-14	-12	0.8	4.5	2	-19	-2	3.5	-1.2
CC(C)COc1ccc(C(=O)OCCN2CCCCC2)cc1	2	138	7	-10	4.5	2.3	-2	-4	17	0.8	2.0
Cc1ccc(S(=O)(=O)N(C)CC(=O)N2CCN(c3ccccn3)CC2)cc1	-2	-4	2	x	4.1	2.8	-10	22	12	-3.7	0.7
CC(C)NC(=O)c1ccc(OC2CSC2)cc1	-4	2	-14	-4	3.4	1.6	-8	-5	-27	0.8	2.8
COc1ccc(CN(C)CCc2ccccn2)c(OC)c1OC	-1	-1	-9	-22	1.3	-1.9	-6	15	1	-3.1	-3.0
Cc1nc2ccc(C(=O)O)cc2[nH]1	-2	-36	10	12	2.3	2.6	0	4	-7	-0.6	-2.9
O=C(Nc1nnc(-c2ccccc2)o1)C1CCCCC1	1	5	-6	-30	-2.5	-2.7	-2	-1	0	0.1	-7.5
NNC(=O)CCc1c[nH]c2ccccc12	-6	-29	-11	-28	-1.6	2.4	-18	6	-22	-1.0	-1.3
CCN1C(=O)CC(N2CCN(c3ccc(C(=O)c4ccncc4)cc3)CC2)C1=O (stereo not given)	-2	26	-5	12	0.8	0.9	5	14	-8	-2.6	1.9
O=c1oc2ccc(Cl)cc2cc1-c1ccccc1	-2	20	-11	-20	2.1	3.9	-7	11	-4	-1.8	2.9

(next part)
SMILES	Tat transport	SUMO Mot1 rescue	PKA-R2B act	PfHsp90 set2	AddAB inh	phage Ecoli inh	PKA-R1A act	MOR-DOR inv ag	HTR5A inv ctr	OPRM1-OPRD1 ag	Ecoli viability
CCC1Oc2ccc(C)cc2N(CC(=O)NCC2COc3ccccc3O2)C1=O (stereo not given)	15	14	-9	-3	3.1	3.1	2	-36	-22	6.6	2.3
N#Cc1nc(N2CCOCC2)nc(N2CCOCC2)n1	-7	-19	4	-25	4.3	0.7	-6	-6	-10	1.3	0.6
COc1ccc2oc(=O)cc(C)c2c1	-1	-3	0	-2	1.4	2.8	1	17	-3	-3.3	-2.9
COc1ccccc1CNC(=O)CN(C)S(=O)(=O)c1ccc(Br)s1	2	-2	10	4	3.4	4.3	5	-14	12	2.6	2.1
COc1ccccc1-n1c(SCC(=O)N2CCOCC2)nc(O)cc1=O	4	165	-1	12	0.9	1.8	2	7	5	-1.4	0.5
O=C(c1ccc(C(=O)N2CCCCCC2)cc1)N1CCCCCC1	8	x	0	5	0.0	4.5	-11	14	1	-2.4	0.8
O=C(O)C1C2C=CC3(CN(c4cccc(C(F)(F)F)c4)C(=O)C13)O2 (stereo not given)	3	4	13	32	0.3	-0.6	4	6	10	-1.1	-2.5
C=CCN1C(=O)/C(=C/c2ccccc2)S/C1=N/c1nccs1	-9	-6	2	3	0.2	-0.2	5	13	3	-2.4	-0.3
COCCNC(=O)CSCc1c(F)cccc1Cl	-7	-3	11	16	1.9	-0.6	-4	6	4	-1.4	-0.4
CS(=O)(=O)Nc1ccc(C(=O)NCCSCc2c(F)cccc2Cl)cc1	-5	-8	3	-68	2.3	3.5	6	1	16	-0.2	1.3
FC(F)(F)C12CC(c3ccccc3)=NCCN1CCN2 (stereo not given)	-2	-6	-7	-46	-0.5	3.0	3	5	2	-1.0	0.1
COCCn1c(=NC(=O)CCS(=O)(=O)c2ccccc2)sc2c(OC)ccc(OC)c21	1	6	1	-9	-1.5	3.6	-15	14	-11	-2.7	-2.1
C=CC[C@H](CC(=O)N(CCO)Cc1ccccc1)C(=O)N[C@H](COC(=O)[C@@H](CC=C)Cc1ccc(F)cc1)Cc1ccccc1	18	0	-10	6	-0.7	1.7	-7	-7	5	1.2	1.2
Cc1ccc(Cc2cnc(NC(=O)c3ccco3)s2)cc1	0	18	-3	-47	0.3	-0.6	6	-6	9	1.1	-1.1
